High-throughput results from PubChem.
AMA1-RON2 inh: qHTS for Inhibitors of AMA1-RON; Towards Development of Antimalarial Drug Lead: Primary Screen | AlphaScreen AMA1-biotinylated RON2 peptide binding | Plasmodium falciparum AMA1 (3D7) - RON2 peptide interaction | Potency, µM (top dose mostly 58.2 µM), without a hit: at the highest dose activity change, negative = inhibition, most hits filed as inhibitors | hit rate 0.2% among 360,000;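 note: potency is the fitted concentration of half-maximal effect; 0% = vehicle wells and -100% = peptide control; nearly all actives have a fitted effect of over 45% in size; some results filed as inactive show a strong effect at the top dose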
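AMA1 (3D7) with his tag at 25 nM final met compounds first, then biotinylated RON2 peptide at 25 nM; detection used donor plus acceptor beads, 10 µg/mL apiece, read by AlphaScreen after 30 min at room temperature.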
HCMV inh: qHTS Assay for inhibitors of the human cytomegalovirus (HCMV) | activity change, negative = inhibition, % at 57.5 µM | hit rate 4.5% among 410,000 | AID 1259415, 2018 | HFF cells, HCMV-luciferase reporter, 72 h; hits give low values; in the data active = activity change below about -60%; inconclusive = no clear call, values can overlap the other calls; inactive = above about -39%
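After 16 h attachment at 37C, HFF cells received test compound and HCMV-luciferase (1 PFU/cell); reporter luminescence read 72 h later, data normalized against buffer-only and known inhibitor Salinomycin.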
AmpC inh no detg: qHTS Inhibitors of AmpC Beta-Lactamase (assay without detergent); P00811; AmpC nitrocefin hydrolysis, absorbance 480 nm, 0.0001% Triton; Potency, µM (series often up to 57.1 µM), inactives show at the top dose activity change, negative = inhibition, usual class: inhibitors; hit rate 0.52% among 330,000; AID 485341, 2010;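 note: potency is the fitted concentration of half-maximal effect; plate controls were no compound for no effect and no enzyme for full effect; nearly all actives have a fitted effect of over 20% in size; some results filed as inactive show a strong effect at the top dose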
Target sequence (P00811 whole entry, looked up): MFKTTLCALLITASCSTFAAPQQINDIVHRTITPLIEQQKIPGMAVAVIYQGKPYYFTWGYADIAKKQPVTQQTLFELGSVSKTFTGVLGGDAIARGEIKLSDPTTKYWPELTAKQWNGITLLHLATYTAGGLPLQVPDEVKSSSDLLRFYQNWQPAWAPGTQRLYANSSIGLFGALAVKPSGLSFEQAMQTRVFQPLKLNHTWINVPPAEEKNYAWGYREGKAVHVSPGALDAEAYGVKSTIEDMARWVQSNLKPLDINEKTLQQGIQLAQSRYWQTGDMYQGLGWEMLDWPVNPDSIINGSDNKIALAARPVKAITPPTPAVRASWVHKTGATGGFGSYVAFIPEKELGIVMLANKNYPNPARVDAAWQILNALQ
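AmpC (5.3 nM in the dispensed reagent) in 20 mM phosphate pH 7.0 with 0.01% (detergent screen) or 0.0001% Triton X-100 was preincubated with compounds for 15 min at room temperature. Nitrocefin was then added from an 800 uM solution, and hydrolysis was followed at 480 nm.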
LmPK inhibitor: qHTS Assay for Inhibitors of Leishmania Mexicana Pyruvate Kinase (LmPK); Q27686; purified LmPK, Kinase-Glo ATP luminescence, 1 h; Potency, µM (titrated, usually from 57.5 µM), inactives show top-dose activity change, negative = inhibition, usual class: inhibitors; hit rate 0.37% among 290,000; note: potency is the fitted concentration of half-maximal effect
Target sequence (Q27686 whole entry, looked up): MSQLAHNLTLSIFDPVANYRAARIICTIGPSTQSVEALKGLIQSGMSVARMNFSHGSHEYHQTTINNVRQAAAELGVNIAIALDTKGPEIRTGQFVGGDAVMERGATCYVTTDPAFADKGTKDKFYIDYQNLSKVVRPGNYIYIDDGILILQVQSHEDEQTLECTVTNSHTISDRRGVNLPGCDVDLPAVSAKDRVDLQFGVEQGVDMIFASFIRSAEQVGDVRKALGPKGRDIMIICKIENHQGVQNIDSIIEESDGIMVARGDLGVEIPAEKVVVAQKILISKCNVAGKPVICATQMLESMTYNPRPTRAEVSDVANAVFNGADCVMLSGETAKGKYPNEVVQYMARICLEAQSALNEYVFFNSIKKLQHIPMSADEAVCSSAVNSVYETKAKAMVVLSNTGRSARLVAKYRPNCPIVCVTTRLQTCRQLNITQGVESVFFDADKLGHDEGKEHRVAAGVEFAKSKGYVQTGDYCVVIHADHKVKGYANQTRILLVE
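Purified LmPK (0.1 nM) converted ADP (0.1 mM) to ATP with PEP (0.5 mM) in imidazole buffer pH 7.2 with KCl and MgCl2, 1 h at room temperature. ATP was read by Kinase-Glo luminescence; data normalized to uninhibited and no-enzyme controls.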
Sm TGR block: qHTS Assay for the Inhibitors of Schistosoma Mansoni Peroxiredoxins. purified TGR, DTNB reduction, TNB absorbance 405 nm. Potency, µM (series often up to 114 µM), without a hit: at the highest dose activity change, negative = inhibition, most hits filed as inhibitors. hit rate 3% among 360,000. AID 485364, 2010; note: potency is the fitted concentration of half-maximal effect; nearly all actives have a fitted effect of over 60% in size
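Kinetic colorimetric format: TGR-catalysed, NADPH-driven DTNB reduction monitored via TNB absorbance. Enzyme dispensed at 20 nM; compound exposure 15 min at room temperature before reaction start.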
Tb PYK inh: qHTS of Trypanosoma Brucei Inhibitors. pyruvate kinase (Trypanosoma brucei), Q57TT1. Potency, µM (top dose mostly 76.8 µM), without a hit: at the highest dose activity, negative = inhibition, actives largely listed as inhibitors. TbPYK enzyme, Kinase-Glo Plus ATP luminescence, 45 min. hit rate 0.12% among 410,000; note: potency is the fitted concentration of half-maximal effect; nearly all actives have a fitted effect of over 50% in size
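In this concentration-response screen, enzyme-free wells defined baseline while DMSO plates tracked drift. Each reaction combined TbPYK, substrate, compound and 130 uM ADP for 45 min at room temperature. Kinase-Glo Plus luminescence gave the signal.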
AmpC detergent: qHTS Inhibitors of AmpC Beta-Lactamase (assay with detergent) | P00811 | AmpC hydrolysis of nitrocefin, absorbance 480 nm, 0.01% Triton | Potency, µM (doses to about 114 µM), for inactives: at the highest dose activity change, negative = inhibition, hits mostly inhibitors | hit rate 0.041% among 370,000;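 note: potency is the fitted concentration of half-maximal effect; 0% = no-compound wells and -100% = no-enzyme wells; nearly all actives have a fitted effect of over 25% in size; some results filed as inactive show a strong effect at the top dose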
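AmpC (5.3 nM in the dispensed reagent) in 20 mM phosphate pH 7.0 with 0.01% (detergent screen) or 0.0001% Triton X-100 was preincubated with compounds for 15 min at room temperature. Nitrocefin was then added from an 800 uM solution, and hydrolysis was followed at 480 nm.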
Active calls of the source: *; u = inconclusive; x = not tested or not shown; [ ] = remark or other dose. Unless noted, calls come from the whole dose curve; as a rule, active = well fitted curve in the direction sought with a large enough effect; inconclusive = small, poorly fitted or top-dose-only effect, or another doubt; inactive = no such curve, though single readings can be large; an effect the other way counts as inactive or inconclusive. Unless noted, % is set by controls: 0 for no effect and ±100 for the full control effect.

SMILES	AMA1-RON2 inh	HCMV inh	AmpC inh no detg	LmPK inhibitor	Sm TGR block	Tb PYK inh	AmpC detergent
O=S(=O)(c1ccccc1)c1cnc(-c2cccnc2)nc1-c1ccc(Cl)c(Cl)c1	-5%	-26	-8%	3%	-22%	-3%	-11%
CC1CN(Cc2nc3c(c(=O)[nH]c(=O)n3C)n2CC(N)=O)CC(C)O1 (stereo unspecified)	3%	26	-9%	-8%	0%	-9%	u
CN(C=[N+](C)C)c1cccc2c1C(=O)c1ccccc1C2=O	32µM*	-6	-28%	-7%	-17%	-7%	-6%
CCC(C(=O)NC(C)(C)C)N(C(=O)Cn1nnc(-c2cccs2)n1)c1cnc2ccccc2c1 (stereo unspecified)	-2%	15	99%[activator]	0%	9%	2%	4%
O=C1c2ccccc2NC(c2ccccc2F)N1NS(=O)(=O)c1ccccc1 (stereo unspecified)	-2%	69	-31%	2%	-10%	0%	-7%
CC(=O)NNC(=O)c1sc(=S)n2c1[nH]c(=O)c1sccc12	59%[activator]	7	-21%	-11%	0%	u	-2%
CCc1c(C)nc(N2CCN(c3ccccc3)CC2)[nH]c1=O	6%	-23	-2%	1%	8%	-5%	-7%
Cc1ccc(C)c(OCCC(=O)N2CCN(S(=O)(=O)c3ccc([N+](=O)[O-])cc3)CC2)c1	-5%	-14	-13%	x	-8%	0%	-24%
CC1CCCCC1NC(=O)C1CCCN(S(=O)(=O)c2ccc(-n3cnnn3)cc2)C1 (stereo unspecified)	-18%	-23	19%	-5%	-13%	10%	u
Cc1ccc(-c2csc(C(C)(O)c3ccc(F)c(F)c3)n2)cc1C (stereo unspecified)	21%	12	x	x	x	2%	x
COc1cc2cc(CN(Cc3nnnn3Cc3ccccc3)CC3CCCO3)c(=O)[nH]c2cc1OC (stereo unspecified)	-1%	-20	114%[activator]	-2%	u	3%	u
CCOC(=O)Cc1csc(NC(=O)Nc2ccc(Cl)cc2)n1	-21%	3	-46%	5%	-7%	11%	-1%
COc1ccc(C)cc1-n1cnc2cc(C(=O)NC3CCCC3)ccc21	x	-18	x	x	10%	-3%	3%
CCCC(c1nnnn1Cc1cccs1)N1CCN(c2ccc(OC)cc2)CC1 (stereo unspecified)	u	-24	55%	6%	3%	-10%	-8%
CCc1cccc(C)c1NC(=O)C1CCN(S(=O)(=O)c2c(C)noc2/C=C/c2c(C)cc(C)cc2C)CC1	x	u	x	x	3%	2%	12%
COCCNc1nc(-c2ccc(OC)cc2)c(-c2ccc(OC)cc2)s1	-24%	-69*	-14%[11.4 µM]	3%	1%	-3%	u
Cc1cc(C(=O)N/N=C/c2ccc(-c3cccc(Br)c3)o2)n[nH]1	59%[activator]	-23	-43%	4%	3%	-4%	11%
COc1ccc(-c2cc(C(F)(F)F)n3ncc(C(=O)NCC4CCCO4)c3n2)cc1 (stereo unspecified)	-1%	u	-13%	3%	-7%	-4%	-2%
CC(=O)c1ccccc1C(=O)N1CCCC(N2CCN(Cc3ccc4c(c3)OCO4)CC2)C1 (stereo unspecified)	-5%	-1	16%	3%	u	0%	-12%
Cc1ccc(NC(=O)Nc2ccno2)cc1	0%	19	-19%	1%	16%	7%	2%
O=C(NNc1cccc(Cl)n1)Nc1cccc(Cl)c1	-4%	-32	-38%	6%	-23%	4%	u
CC(=O)Nc1ccc(NC(=O)/C=C/c2ccc3c(c2)OCO3)cc1	14%	u	-17%	1%	-19%	-8%	-5%
Cc1cc(NC(=O)c2cc3ncc(Br)cn3n2)no1	5%	-12	-11%	-5%	7%	2%	-16%
O=C(CNC(=O)c1ccccc1F)OC(C(=O)Nc1cc(C(F)(F)F)ccc1Cl)c1ccccc1 (stereo unspecified)	-3%	u	-22%	10%	1%	x	u
COc1ccccc1NC1=NCC(=O)N1Cc1ccccc1	-5%	34	-20%	-2%	2%	0%	-8%

Exported in markdown: 12 of the compounds above.
| SMILES | AMA1-RON2 inh | HCMV inh | AmpC inh no detg | LmPK inhibitor | Sm TGR block | Tb PYK inh | AmpC detergent |
| --- | --- | --- | --- | --- | --- | --- | --- |
| Cc1ccc(-c2csc(C(C)(O)c3ccc(F)c(F)c3)n2)cc1C (stereo unspecified) | 21% | 12 | x | x | x | 2% | x |
| COc1cc2cc(CN(Cc3nnnn3Cc3ccccc3)CC3CCCO3)c(=O)[nH]c2cc1OC (stereo unspecified) | -1% | -20 | 114%[activator] | -2% | u | 3% | u |
| CCOC(=O)Cc1csc(NC(=O)Nc2ccc(Cl)cc2)n1 | -21% | 3 | -46% | 5% | -7% | 11% | -1% |
| COc1ccc(C)cc1-n1cnc2cc(C(=O)NC3CCCC3)ccc21 | x | -18 | x | x | 10% | -3% | 3% |
| CCCC(c1nnnn1Cc1cccs1)N1CCN(c2ccc(OC)cc2)CC1 (stereo unspecified) | u | -24 | 55% | 6% | 3% | -10% | -8% |
| CCc1cccc(C)c1NC(=O)C1CCN(S(=O)(=O)c2c(C)noc2/C=C/c2c(C)cc(C)cc2C)CC1 | x | u | x | x | 3% | 2% | 12% |
| COCCNc1nc(-c2ccc(OC)cc2)c(-c2ccc(OC)cc2)s1 | -24% | -69* | -14%[11.4 µM] | 3% | 1% | -3% | u |
| Cc1cc(C(=O)N/N=C/c2ccc(-c3cccc(Br)c3)o2)n[nH]1 | 59%[activator] | -23 | -43% | 4% | 3% | -4% | 11% |
| COc1ccc(-c2cc(C(F)(F)F)n3ncc(C(=O)NCC4CCCO4)c3n2)cc1 (stereo unspecified) | -1% | u | -13% | 3% | -7% | -4% | -2% |
| CC(=O)c1ccccc1C(=O)N1CCCC(N2CCN(Cc3ccc4c(c3)OCO4)CC2)C1 (stereo unspecified) | -5% | -1 | 16% | 3% | u | 0% | -12% |
| Cc1ccc(NC(=O)Nc2ccno2)cc1 | 0% | 19 | -19% | 1% | 16% | 7% | 2% |
| O=C(NNc1cccc(Cl)n1)Nc1cccc(Cl)c1 | -4% | -32 | -38% | 6% | -23% | 4% | u |

(continued)
SMILES	AMA1-RON2 inh	HCMV inh	AmpC inh no detg	LmPK inhibitor	Sm TGR block	Tb PYK inh	AmpC detergent
COc1ccc(OC)c(-c2csc(NC(=O)CSCC(=O)Nc3cc(C)on3)n2)c1	-1%	0	-59%	x	1%	-4%	4%
CCC(=O)N1c2ccccc2CC1C(=O)NCc1cc(OC)ccc1OC (stereo unspecified)	x	9	x	x	3%	-21%	14%
O=C(COC(=O)c1cccc(NC(=O)c2ccc(Br)cc2)c1)c1ccc(Br)cc1	x	52	x	x	-2%	1%	1%
COc1ccc(Br)c(C(=O)NC2CCCC2)c1	7%	-24	-22%[11.4 µM]	2%	2%	-2%	-12%
Cc1ccc(C(=O)COC(=O)c2ccccc2N2C(=O)C3C4CCC(C4)C3C2=O)cc1C (stereo unspecified)	0%	-32	-11%	2%	0%	5%	-1%
O=C1CN(C(=O)COC(=O)COc2ccc3c(c2)CCC3)c2ccccc2N1	13%	39	2%	0%	9%	2%	-15%
Cc1cccc(NC(=O)CCn2nc(-c3ccccc3)c3ccccc3c2=O)c1	x	12	x	x	6%	6%	-6%
Cc1cnc(C(=O)N2CCN(S(=O)(=O)c3ccc4ccccc4c3)CC2)cn1	-5%	41	109%[activator]	13%	27%[11.4 µM]	-8%	-1%
CCCCC(=O)N(C)c1c(CC)nc2c(OCC(=O)N3CCOCC3)cccn12	24%	8	x	x	x	-15%	x
COc1cccc(-n2c(C)nn(C)c2=O)c1	-16%	x	-16%	-3%	-5%	-2%	-8%
O=C1CC(c2ccccc2)CC(O)=C1C=Nc1ccccc1 (stereo unspecified)	-2%	0	-4%	1%	0%	2%	3%
CCOC(=O)c1cc(-c2ccccc2)sc1NC(=O)CC(C)C	14%	13	-24%	-1%	-15%	0%	1%
CCOc1ccccc1CN1CCC(Oc2cccc(C(=O)NCCOC)c2)CC1	2%	11	1%	-6%	7%	1%	-12%
CCOC(=O)c1cnc2ccc(C)cc2c1Nc1ccc(OCc2ccccc2Cl)cc1	x	-29	x	x	13%	14%	-1%
Cc1ccc(CNC(=O)c2ccc(N3CCCC3=O)cc2)cc1	4%	-18	0%	3%	9%	-4%	1%
Cc1ccn2nc(S(=O)(=O)Nc3c(F)cccc3F)nc2n1	15%	6	-22%	3%	9%	-2%	8%
CCCOc1ccc(C(=O)Nc2ccc(N3CCOCC3)cc2N2CCOCC2)cc1OCC	-8%	-17	x	x	x	-11%	x
COc1ccc(CCNC(=O)CSc2cn(CCNC(=O)c3ccccc3F)c3ccccc23)cc1OC	x	-20	x	x	2%	8%	6%
COCC(=O)N[C@@H]1c2cc(OC)c(OC)cc2C[C@H]1OCc1ccccc1	-3%	4	10%	x	x	4%	x
CCCOc1ccc(C2CC(=O)NC2=O)cc1 (stereo unspecified)	1%	2	-11%	4%	0%	-21%	4%
COc1ccccc1/C=C/C(=O)OCC(=O)N1CCN(S(=O)(=O)c2ccc(C)cc2C)CC1	-5%	-14	-27%	x	-1%	0%	-11%
CNC(=O)C1CC(=O)N(c2ccc(OCC(=O)Nc3ccccc3)cc2)C1 (stereo unspecified)	12%	17	x	x	x	-16%	x
Cc1nnc(N2CCN(c3ccccc3F)CC2)c2c1nnn2Cc1ccccc1	x	9	x	x	4%	-1%	12%
Cc1nc(-c2ccccc2)sc1C1(C)CC(c2cccc([N+](=O)[O-])c2)=NO1 (stereo unspecified)	-26%	49	-24%	-8%	-6%	2%	1%
CCNC(=O)NC(=O)CSc1ccc(S(=O)(=O)N(C)C2CCCCC2)cn1	5%[11.6 µM]	-6	-28%	x	-5%	-29%	-2%
O=C(COC(=O)c1ccccn1)NCc1ccccc1	0%	-24	u	-2%	-9%	-12%	1%
CC(C)Cn1nc(C(=O)Nc2cccc(C(=O)NC3CC3)c2)c2ccccc2c1=O	-2%	1	-5%	x	-9%	-1%	3%
Cc1ccc2ccccc2c1C(O)c1ncc(-c2ccc(C(F)(F)F)cc2)[nH]1 (stereo unspecified)	25%	-26	x	x	x	-2%	x
CCOC(=O)c1ccc(NC(=O)c2cc3c(=O)n(C)c4ccccc4c3n2C)cc1	x	14	x	x	-1%	-9%	-3%
CC(C)C[C@H]1CNC(=S)N1C[C@H]1CCCN1C[C@H](CC(C)C)N1C[C@H](Cc2ccc(O)cc2)N(CCc2ccccc2)C1=S	-3%	-95*	x	x	x	4%	x
